Cycloheximide cs = counter-screen hit for Shiga toxin inhibitors, cycloheximide; 12% of 300,000 active; AID 2314; cell reporter, cycloheximide protein synthesis inhibition counterscreen; max response, %; in the data active means max response mostly above about 13%, no sharp cut-off; inactive means mostly below about 14%; further: read at 38.3 µM for the half of the compounds with a filed dose; 0% is about no effect
Pf growth 48h = P. falciparum growth inhibition at 48 hours (one generation). 5.9% of 310,000 active. P. falciparum luciferase growth in erythrocytes, 48 h. AID 504832. Potency, µM (titrated, usually from 28.7 µM), for inactives: at the top dose activity change, negative = inhibition, usual class: inhibitors; further: potency means the concentration at half of the fitted maximal effect; on the % scale 0 is the no-effect control and ±100 the full control effect
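Luminescence readout; reporter = integrated firefly luciferase in P. falciparum. RBC culture at 2% hematocrit, 0.1% parasitemia final, 37 C/5% CO2; decreased signal taken as growth inhibition.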
Pf growth 96h = P. falciparum growth inhibition at 96 hours. P. falciparum luciferase reporter growth, 96 h. 6.9% of 320,000 active. Potency, µM (series often up to 28.7 µM), for the others: at the top dose activity change, negative = inhibition, hits mostly inhibitors; further: potency means the concentration at half of the fitted maximal effect; on the % scale 0 is the no-effect control and ±100 the full control effect
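Two parasite generations (96 h, 37 C, 5% CO2) of compound exposure in infected erythrocytes (0.05% parasitemia, 2% hematocrit). Luciferase-reporter P. falciparum; decreased luminescence indicates inhibited growth, aimed at apicoplast-acting delayed death.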
Sm TGR inh = blocks Schistosoma mansoni thioredoxin glutathione reductase; purified TGR, DTNB reduction, TNB absorbance 405 nm; Potency, µM (top dose mostly 114 µM), inactives show top-dose activity change, negative = inhibition, usual class: inhibitors; Q962Y6; 3% of 360,000 active; AID 485364; further: potency means the concentration at half of the fitted maximal effect; on the % scale 0 is the no-effect control and ±100 the full control effect; nearly all actives have a fitted effect of over 60% in size
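First, TGR (20 nM dispensed) and NADPH were mixed with compound. Second, a 15 min room-temperature incubation followed. Third, further NADPH and then DTNB were added to start the reaction. Finally, TNB absorbance was monitored kinetically.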
Shiga inhibitor = blocks Shiga toxin action in Vero cells. Vero cells, Shiga toxin protein synthesis inhibition reporter. inhibition, % at 38.7 µM. 9.2% of 290,000 active. AID 2315; in the data active means inhibition mostly above about 28%, no sharp cut-off; inactive means mostly below about 43%; further: 0% is about no effect
FBPA Giardia inh = blocks Giardia fructose-bisphosphate aldolase activity. 0.71% of 290,000 active. Potency, µM (top dose mostly 59.6 µM), for the others: top-dose activity, negative = inhibition, most hits filed as inhibitors. AID 2451. purified Giardia FBPA. A8B2U2; further: potency means the concentration at half of the fitted maximal effect; on the % scale 0 is the no-effect control and ±100 the full control effect; nearly all actives have a fitted effect of over 55% in size
Target sequence (A8B2U2 whole entry, looked up): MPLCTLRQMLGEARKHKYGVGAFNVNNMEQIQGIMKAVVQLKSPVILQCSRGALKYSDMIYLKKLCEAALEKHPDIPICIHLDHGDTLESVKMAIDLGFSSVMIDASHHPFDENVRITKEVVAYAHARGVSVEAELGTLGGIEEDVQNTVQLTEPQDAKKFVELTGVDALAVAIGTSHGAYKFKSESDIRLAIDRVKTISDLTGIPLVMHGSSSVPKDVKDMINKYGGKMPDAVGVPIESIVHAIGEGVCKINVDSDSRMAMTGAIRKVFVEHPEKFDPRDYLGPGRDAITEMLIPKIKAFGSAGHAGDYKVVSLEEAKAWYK
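40 nM FBPA preincubated 10 min at RT with compound (up to 57.5 uM final), then substrate plus GAPDH/TPI/NAD/arsenate coupling and diaphorase/resazurin added. Fluorescence read after 20 min at RT, 525/598 nm.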
Numbers without * were called inactive; ? = inconclusive; · = not tested or not shown; & = joins results of further samples; [ ] = remark or other dose. Unless noted, the call rests on the fitted dose curve; in most records, active means well fitted curve in the direction sought with a large enough effect; inconclusive means small, poorly fitted or top-dose-only effect, or another doubt; inactive means no such curve, though single readings can be large; an effect the other way counts as inactive or inconclusive.

SMILES	Cycloheximide cs	Pf growth 48h	Pf growth 96h	Sm TGR inh	Shiga inhibitor	FBPA Giardia inh
Cc1sc2ncnc(Sc3ccccc3C(=O)Nc3ccc(Br)cc3)c2c1C	29*	9.3µM*	6.6µM*	0%	51*	-11%
COc1c(/C=N/NC(=O)c2ccccc2O)c(CCN(C)C(C)=O)cc2c1OCO2	16*	32%	1%	9%	57*	-17%
Cc1cc(C)cc(N(C(=O)CNC(=O)c2ccco2)C(C(=O)NC2CCCC2)c2cccnc2)c1 (configuration not stated)	6	6%	·	0%	-16	4%
O=C(NCCc1csc(-c2ccc(C(F)(F)F)cc2)n1)c1cccs1	-3	?	?	12%	29	-3%
CCCCn1c(=O)c(C(=O)c2ccccc2)nc2ccccc21	11	-3%	6%	7%	18	-1%
Cc1cc(Cl)nc(SCC(=O)c2ccccc2)n1	45*	-6%	36%[activator]	90%[activator]	81*	2%
Cc1nnc(N2CCC(C(=O)N3CCCCCC3)CC2)c2nn(-c3ccc(Cl)cc3)c(C)c12	-9	?	-14%	-3%	-10	·
CCOc1cccc(C2CC(=O)Nc3cc(OC)c(OC)cc32)c1 (configuration not stated)	1	-3%	24%	4%	-4	5%
COc1ccc(C2=CC(c3c(C)nn(-c4ccccc4)c3Cl)n3nnnc3N2)cc1OC (configuration not stated)	-5	2.3µM*	?	18µM*	-11	-21%
COc1ccc(Cl)cc1NC(=O)CCc1nc(-c2ccccc2F)no1	-13	10%	-23%	4%&-1%	-28	-13%
CN(C)CCNC(=O)CCn1nc(-c2ccc(Cl)cc2)ccc1=O	-5	-9%[0.00184 µM]	?	-5%	-9	?
C=CCn1c(=O)c2ccccc2n2nnc(C(=O)OCC)c12	9	47%[activator]	42%[activator]	19%	16	11%

Part of the list above, with values under each structure:
Values run as follows: Cycloheximide cs | Pf growth 48h | Pf growth 96h | Sm TGR inh | Shiga inhibitor | FBPA Giardia inh
> CCCCn1c(=O)c(C(=O)c2ccccc2)nc2ccccc21
 : 11 | -3% | 6% | 7% | 18 | -1%
> Cc1cc(Cl)nc(SCC(=O)c2ccccc2)n1
 : 45* | -6% | 36%[activator] | 90%[activator] | 81* | 2%
> Cc1nnc(N2CCC(C(=O)N3CCCCCC3)CC2)c2nn(-c3ccc(Cl)cc3)c(C)c12
 : -9 | ? | -14% | -3% | -10 | ·
> CCOc1cccc(C2CC(=O)Nc3cc(OC)c(OC)cc32)c1 (configuration not stated)
 : 1 | -3% | 24% | 4% | -4 | 5%
> COc1ccc(C2=CC(c3c(C)nn(-c4ccccc4)c3Cl)n3nnnc3N2)cc1OC (configuration not stated)
 : -5 | 2.3µM* | ? | 18µM* | -11 | -21%

Remaining list, next part
SMILES	Cycloheximide cs	Pf growth 48h	Pf growth 96h	Sm TGR inh	Shiga inhibitor	FBPA Giardia inh
CCOc1ccc(C2/C(=C(\O)c3ccc4c(c3)OCCO4)C(=O)C(=O)N2CCCN2CCOCC2)cc1OC (configuration not stated)	6	?	?	?	27	·
COc1ccc(-c2[nH]ncc2-c2csc(C)n2)c(O)c1	-7	-6%	?	-1%	-9	4%
Cn1cc(C(=O)NCc2ccc(F)cc2)cn1	5	9%	10%	9%	-5	3%
O=C(Nc1cccnc1Cl)c1ccc(=O)oc1	1	33%[activator]	57%[activator]	-15%	-7	-3%
COc1ccc(-c2n[nH]c(=S)n2/N=C/C=C\c2ccccc2OC)cc1	-3	-16%	7%	9%	-10	24%
CCOC(=O)CC1=C(C(=O)OCC)C2(C(=O)N1)C(C(=O)OC)=C(N)Oc1ccccc12 (configuration not stated)	-2	-1%	-11%[5.75 µM]	-8%	-4	-4%
CC(NCc1ccc(S(N)(=O)=O)cc1)C(=O)Nc1ccc([N+](=O)[O-])cc1Cl (configuration not stated)	-5	-9%	11%	1%	3	4%
COc1ccc(C(=O)N2CC3(C)C4CCC3(C)C2(C#N)C4)cc1OC (configuration not stated)	-6	-13%[5.75 µM]	-22%	-4%	18	6%
CCn1c(NCc2cc(Br)ccc2NS(=O)(=O)c2ccc(C)cc2)nc2ccccc21	-4	?	4.7µM*	4%	-7	·
COCC(C)n1c(C)cc(C(=O)CSc2nc3ccccc3c(=O)[nH]2)c1C (configuration not stated)	16*	?	?	0%	45	-3%
CCCCNC(=O)NNC(=O)c1ccc(F)cc1	-3	-16%	-22%	-16%	-2	2%
C/C(=N\NC(=O)C1(C)CC1(Br)Br)c1cccc(NC(=O)C(C)(C)C)c1 (configuration not stated)	8	9%	?	-14%	-6	-3%
COC(=O)C1=C(C)N(C)C(C)=C(C(=O)OC)C1c1ccc(F)c(Br)c1	-1	9.3µM*	-11%	-2%	0	4%
Cc1ccc(C(=O)NNC(=O)C(NC(=O)c2cccc(C)c2)C(C)C)cc1 (configuration not stated)	·	?	-27%	-5%	·	·
CCOC(=O)c1c(NC(=O)CN2C(=O)NC3(CCC(CC)CC3)C2=O)sc(C)c1-c1ccc(C)cc1 (configuration not stated)	-2	-12%	42%	-11%	-9	0%
N=C1C(c2ccccc2)=C(O)CN1c1ccccc1	2	2%	-24%	-1%	-16	3%
COc1ccc(N(CC(=O)N2CCN(c3cc(C)ccc3C)CC2)S(=O)(=O)c2c(C)noc2C)cc1	2	9.3µM*	13µM*	4%&2%	1	·
CC(C)Cc1nnc(NC(=O)CC(=O)Nc2ccccc2C(=O)O)s1	-2	35%[activator]	·	8%	-11	4%
COC(=O)c1nnn(-c2nonc2N)c1CSCCO	-1	-1%	-8%	4%	-8	7%
Cc1ccccc1Nc1nc2ccccc2n1C(C)C	-3	?	?	0%	-18	0%
Cn1c(-c2ccccc2)cnc1N	29*	?	?	4%	35	·
CCn1cc(CNC(=O)C2CCC(=O)N(Cc3ccccc3F)C2)cn1 (configuration not stated)	1	44%[activator]	?	-3%	12	3%
CC(N=C1NS(=O)(=O)c2ccccc21)C(=O)NCCCc1ccccc1 (configuration not stated)	0	-26%	14%	7%	5	1%
Cn1cccc1CC(=O)N/N=C/c1ccc(Cl)c([N+](=O)[O-])c1	-2	?	1%	?	30	-4%
CC(C)(C)NC(=O)C(c1ccc(F)cc1)N(Cc1ccccc1Cl)C(=O)c1ccn[nH]1 (configuration not stated)	-1	?	?	1%	-4	0%
COc1ccc(C2=NN(CCC(=O)NC3CCCCCC3)C(=O)CC2)cc1	11	?	?	1%	-3	3%
COC(=O)c1[nH]c(C)c(/C(O)=C2\C(=O)C(=O)N(CCN3CCOCC3)C2c2ccc(C)o2)c1C (configuration not stated)	1	0%	0%	?	37	-20%
CCOC(=O)c1ccc(NC(=O)CSC(=S)N2CCOCC2)cc1	3	?	-17%	-14%	-14	-6%
COc1ccc(C(=O)NCCS(=O)(=O)NCc2ccc(C)cc2)cc1	·	37%[activator]	-16%	-2%	·	·
COc1ccc(C(=O)CC(=O)C(=O)Nc2ccc(C)cc2Cl)cc1	9	·	6%	?	22*	-22%
Cc1cccc(C(=O)Nc2ccccc2C(=O)NCc2ccco2)c1	11	6%	1%	-24%	15	·
Cc1c(Br)c([N+](=O)[O-])nn1C(C)C(=O)Nc1c(C)n(C)n(-c2ccccc2)c1=O (configuration not stated)	-4	35%[activator]	60%[activator]	1%	-10	6%
COc1ccc(OC)c(NC(=O)C23CCC(C)(C(=O)C2)C3(C)C)c1 (configuration not stated)	-2	0%	·	3%	-14	0%
O=C(O)CC1(CC(=O)Nc2cccc(C(=O)O)c2)CCCC1	2	56%[activator]	10%	4%	26	1%
CN(C)CCCn1c2c(c(SCC(=O)Nc3ccc4c(c3)OCCO4)nc1=O)CCC2	·	-8%	2%	8%	·	·
Cc1ccc(S(=O)(=O)Nc2cccc(C(=O)NCC(C)(C)N3CCOCC3)c2)cc1F	·	-17%	?	-1%	·	·

The final six records of the section above are carried over, then new ones follow.
SMILES	Cycloheximide cs	Pf growth 48h	Pf growth 96h	Sm TGR inh	Shiga inhibitor	FBPA Giardia inh
Cc1cccc(C(=O)Nc2ccccc2C(=O)NCc2ccco2)c1	11	6%	1%	-24%	15	·
Cc1c(Br)c([N+](=O)[O-])nn1C(C)C(=O)Nc1c(C)n(C)n(-c2ccccc2)c1=O (configuration not stated)	-4	35%[activator]	60%[activator]	1%	-10	6%
COc1ccc(OC)c(NC(=O)C23CCC(C)(C(=O)C2)C3(C)C)c1 (configuration not stated)	-2	0%	·	3%	-14	0%
O=C(O)CC1(CC(=O)Nc2cccc(C(=O)O)c2)CCCC1	2	56%[activator]	10%	4%	26	1%
CN(C)CCCn1c2c(c(SCC(=O)Nc3ccc4c(c3)OCCO4)nc1=O)CCC2	·	-8%	2%	8%	·	·
Cc1ccc(S(=O)(=O)Nc2cccc(C(=O)NCC(C)(C)N3CCOCC3)c2)cc1F	·	-17%	?	-1%	·	·
COc1ccccc1C(=O)Nc1ccc(OCC(=O)N2CC(C)OC(C)C2)cc1 (configuration not stated)	·	60%[activator]	-15%	-16%	·	·
CCOC(=O)C(NC(=O)CC)(N1CCc2ccccc2C1)C(F)(F)F (configuration not stated)	-4	18%	101%[activator]	11%	-9	0%
Clc1ccc2c(c1)nc1n2CCCC1	8	12%	0%	7%	37	5%
Cc1ccc(/C=C2\SC(=S)N(c3cccnc3)C2=O)o1	6	-5%	18%	?	15	?
CCC1(c2ccccc2)NC(=S)N(c2ccc(C)cc2)N1 (configuration not stated)	27*	2%	?	0%	54	10%
CCc1ccc(S(=O)(=O)NC2CC(C)(C)NC(C)(C)C2)cc1	-2	2%	24%	-1%	-9	-3%
CN1C(=O)[C@@H](NC(=O)c2cc3ccccc3[nH]2)N=C(c2ccccc2)c2ccccc21	22	15µM*	15µM*	·	10	1%
CCN(CC)CCCNC(=O)c1cn(CCOC)c(=O)c2c1c1ccccc1n2C	-3	?	5%	0%	2	0%
Cc1ccc(NC(=O)Nc2cccc(Cl)c2)c(C(=O)O)c1	24*	39%[activator]	12%	·	56	?
CN(C)CC1CCCCC1C1(O)c2ccccc2CSc2sccc21 (configuration not stated)	-7	9.3µM*	?	3%	-34	4%
COc1ccc(NC(=O)Nc2cc(C(C)(C)C)on2)cc1OC	-3	1%	-9%	-1%	-17	·
COc1cc(/C=C/c2nc3ccccc3c(=O)n2-c2ccc(O)cc2)ccc1O	-1	-10%[0.00184 µM]	?	-2%	-2	-5%
CCOC(=O)c1ccc(NC(=O)c2nc[nH]c2C(=O)NCCCNC(=O)c2[nH]cnc2C(=O)Nc2ccc(C(=O)OCC)cc2)cc1	·	0%	?	-1%	·	·
CCOC(=O)C1=C(COC(=O)c2cccc(N(C)C)c2)NC(=O)NC1C (configuration not stated)	·	94%[activator]	89%[activator]	-1%	·	·
Cc1cc(C)n2nc(SCC(=O)c3c(N)n(CC(C)C)c(=O)n(C)c3=O)nc2n1	-6	4.7µM*	?	4%	-8	-1%
Cc1c(C(c2ccc(O)cc2)c2c(O)c3ccccc3oc2=O)c(=O)n(-c2ccccc2)n1C (configuration not stated)	-4	9%	33%[activator]	14µM*	15	16%
COc1ccc(C2OC(=O)CC2C(=O)NCc2ccccc2Cl)cc1OC (configuration not stated)	-2	-7%	?	-14%	3	9%
O=C(c1ccc(F)cc1)N1CCC(C(=O)N2CCN(S(=O)(=O)c3cccc([N+](=O)[O-])c3)CC2)CC1	·	?	?	2%	·	·
O=C(COc1ccccc1)OCc1csc(Nc2ccccc2)n1	2	-2%	42%[activator]	1%	6	-8%
